# influenza NS1A = NS1A inhibition, H1N1 influenza, cell based functional assay (AID 504329). NS1A functional cell-based assay, percent inhibition; higher % means a stronger effect. actives 0.3% (n = 340,000). one-dose inhibition, % at 12.5 µM; IC50 in µM for titrated hits; in the data active = a potency from the dose series; inconclusive = inhibition above about 27% without an active follow-up result; also: strong numbers were not always called active
# M. tuberculosis = growth inhibition of non-replicating M. tuberculosis (AID 488890); inhibition, % at 25 µM, or IC50 in µM where a hit was titrated; Mycobacterium tuberculosis non-replicating, growth inhibition; higher % means a stronger effect; actives 0.39% (n = 320,000); in the data active = a potency from the dose series; inconclusive = inhibition mostly from about 82% at the one dose, without a potency; inactive = the rest, 99 in 100 with inhibition below about 76%;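 also: plate controls were DMSO cells for no effect and high antibiotic wells for full effect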
# H37Rv inhibition = M. tuberculosis growth inhibition, HTS (AID 449762). M. tuberculosis H37Rv growth inhibition, 7H9 media; higher % means a stronger effect. inhibition, % at 25 µM, or IC50 in µM where a hit was titrated. actives 0.59% (n = 330,000); in the data active = a potency from the dose series; inconclusive = inhibition above about 70% without an active follow-up result;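 also: bacterial growth assessed after seven days of incubation; strong numbers were not always called active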
# Salmonella PhoP GFP = PhoP regulon inhibitors, Salmonella typhi PhoP promoter GFP reporter, confirmatory (AID 1850) | actives 0.33% (n = 310,000) | inhibition, % at 50 µM, or IC50 in µM where a hit was titrated | Salmonella Typhi PhoP-promoter GFP reporter, fluorescence, 4 h; higher % means a stronger effect; in the data active = a potency from the dose series; inconclusive = inhibition mostly from about 25% at the one dose, without a potency; inactive = the rest, 99 in 100 with inhibition below about 19%;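 also: 0% = induced wells with vehicle and 100% = uninduced wells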
# inhibitors of VEEV = inhibitors of VEEV TC-83 cytopathic effect, confirmation, Vero cells (AID 588727). Vero cells, VEEV TC-83 cytopathic effect inhibition; higher % means a stronger effect. inhibition, % at 20 µM, or IC50 in µM where a hit was titrated. actives 0.13% (n = 350,000); in the data active = a potency from the dose series; inconclusive = inhibition mostly from about 14% at the one dose, without a potency; inactive = the rest, 99 in 100 with inhibition below about 12%; also: strong numbers were not always called active
# inhibitors of VEEV 10K pilot screen = also measured in inhibitors of VEEV; calls as there; inhibition, %; measured here: 10K pilot screen inhibition
# Active calls of the source: *; i = inactive; ? = inconclusive; · = not tested or not shown. This is a random part of the collection; any-hit rate near 1.6%.
SMILES,influenza NS1A,M. tuberculosis,H37Rv inhibition,Salmonella PhoP GFP,inhibitors of VEEV,others
CC1(C)NC(=O)N(CC(O)CN2CCCC2)C1=O (stereo unspecified),15%,-4%,-6%,-3%,0.7%,
COc1ccc(NC2CS(=O)(=O)CC2NCc2ccccc2)cc1 (stereo unspecified),-1%,6%,-3%,-1%,1.7%,
Cn1c(Cc2cccs2)nnc1SCC(=O)N1CCCc2ccccc21,3%,16%,7%,1%,2.2%,
C=CCn1c(SCC(=O)N(C)C)nc2sc3c(c2c1=O)CCC3,9%,20%,3%,-15%,i,
CCC(C)(C)n1nnnc1C(c1cc2ccc(OC)cc2[nH]c1=O)N1CCc2ccccc21 (stereo unspecified),9%,36%,14%,0%,6.8%,
Cc1nn(Cc2ccccc2)c(C)c1NC(=O)CCCn1nc([N+](=O)[O-])c(Cl)c1C,-1%,13%,1%,-16%,i,inhibitors of VEEV 10K pilot screen=0.0
Cn1nc(-c2ccccn2)nc2c(=O)n(C)c(=O)nc1-2,24%,75%,9µM*,13%,?,
Cc1ccc2c(c1)[C@H]1[C@H](CO2)[C@H](c2ccccc2)[C@]2(C)C(=O)N(C)CC(=O)N12,-3%,·,·,·,0.5%,
CNc1nc(Sc2ccccc2)cc(C(F)(F)F)n1,2%,10%,2%,-4%,1.6%,
CCOC(=O)C1(CCc2ccccc2)CCN(Cc2ccc(NC(C)=O)cc2)CC1,4%,5%,-6%,-2%,i,
CCCN(CCC)c1cc(Cl)nc(N)n1,-3%,5%,4%,10%,0.5%,
Cc1ccc(F)cc1S(=O)(=O)Nc1cccc(C(=O)N2CCCC(C(N)=O)C2)c1 (stereo unspecified),-8%,-18%,-9%,·,2.5%,
CN1C=CC=C/C1=C1/N=C(c2ccccc2)OC1=O,5%,-8%,3%,-20%,0.6%,
COc1ccc(S(=O)(=O)Nc2nnc(CC(C)(C)C)s2)cc1,-2%,13%,-4%,1%,0.5%,
COc1ccc(-c2c(C#Cc3ccsc3)c3cc(-c4ccc5cc[nH]c5c4)ccc3n2C)cc1,0%,54%,-7%,·,i,
CCOc1ccc2nc(SCC(=O)NC(=O)C(C)C)sc2c1,2%,·,·,·,0.2%,
CC(=O)c1sc(NC(=O)c2cc(-c3ccccc3)nn2-c2ccccc2)nc1C,-2%,41%,?,2%,6.1%,
O=c1c(-c2ccc(O)cc2)coc2c(C3O[C@H](CO)[C@@H](O)[C@H](O)[C@H]3O)c(O)ccc12 (stereo partly specified),-7%,-9%,-4%,-6%,2.0%,
CCCOc1ccccc1Cn1c(=O)oc2ccccc21,-5%,10%,1%,11%,2.8%,
Cc1c(C)c2ccc(OCC(=O)N[C@@H](Cc3ccccc3)C(=O)O)cc2oc1=O,1%,-7%,-2%,-2%,0.8%,
COc1ccc(CN(C)CC(O)COc2ccc(C(=O)c3ccccc3)cc2)c(OC)c1OC (stereo unspecified),-11%,?,?,-5%,i,
N#CC1=C2SCC(O)(c3ccccc3)N2C(=O)CC1c1ccccc1F (stereo unspecified),2%,20%,1%,-3%,11%,
Cc1cccc(CC2SC(N)=NC2=O)c1 (stereo unspecified),1%,-1%,-3%,-5%,1.7%,
COC(=O)C1=C(C)N(CCCC(=O)O)C(=O)NC1c1ccc(Br)cc1 (stereo unspecified),4%,-1%,3%,7%,i,inhibitors of VEEV 10K pilot screen=0.2
Cc1nn(C)cc1CN(C)C(=O)c1cc(COc2ccc(F)cc2F)on1,-8%,60%,1%,-10%,0.5%,
COc1ccc([C@H]2CC(=O)C=C(c3ccc(C)cc3)C2)cc1OC,12%,2%,?,·,0.0%,
Cc1ccsc1/C=N/NC(=O)C1CC(=O)N(c2ccccc2)C1 (stereo unspecified),0%,-13%,-10%,-1%,2.4%,
COc1ccc(/C=C/C=C2\NC(=S)NC2=O)cc1,-5%,51%,48%,-3%,0.8%,
CN(C)CCNCCCNc1c2ccccc2nc2cccc([N+](=O)[O-])c12,-8%,·,·,·,i,
COc1ccc(CCN(C)C(=O)Cn2c(=O)oc3ccccc32)cc1OC,-8%,-9%,3%,-10%,i,
Cc1ccc(C(=O)N2CCN(C(=O)CN3CCOCC3)C2)cc1,2%,0%,-1%,-2%,0.7%,
CCOC(=O)/C(C#N)=C\c1cn(C)c2ccccc12,-13%,11%,4%,6%,4.8%,
Cc1c(Cl)ccc2c1NC(=O)[C@]21N[C@@H](CCC(N)=O)[C@H]2C(=O)N(c3ccc(F)cc3)C(=O)[C@H]21,-1%,-1%,-6%,10%,0.2%,
CCC(C)NC(=O)c1c(N)n(CC2CCCO2)c2nc3ccccc3nc12 (stereo unspecified),-37%,14%,·,-11%,5.3%,
Cn1ccc(NC(=O)CCl)n1,-2%,66%,57%,4%,?,
Cc1ccc(C)n1-c1nc(=S)[nH][nH]1,8%,-10%,1%,-10%,2.9%,
Cc1ccc(CNC(=O)C2(S(=O)(=O)c3ccc(C)cc3)CC2)cc1,7%,7%,-11%,10%,i,
O=C(Cn1cc(C(=O)C2CC2)c2ccccc21)Nc1ccccc1Cl,8%,-5%,5%,11%,2.5%,
O=Cc1cc(N=Nc2cccc(C(=O)O)c2)ccc1O,11%,-19%,-2%,-3%,i,
COC(=O)Cn1cnc(C(=O)Nc2ccc(C)c(C)c2)n1,-9%,·,·,·,0.5%,
CC(N=Cc1c(O)c2ccccc2oc1=O)C(=O)O (stereo unspecified),1%,0%,-1%,4%,4.3%,
COc1ccc(N2CCN(C(=O)CNC(=O)c3ccccc3Cl)CC2)cc1,-2%,5%,2%,6%,i,
C1CCc2c(c(N3CCOCC3)nc3sc4c(N5CCOCC5)nnnc4c23)C1,9%,·,·,·,0.9%,
Cc1cc(SCc2ccccc2C)nc(=O)[nH]1,9%,-1%,4%,-10%,0.4%,
CCOCCCN(C(=O)c1snc(C(N)=O)c1N)C(C(=O)NCCC(C)C)c1ccc(Cl)cc1 (stereo unspecified),-7%,20%,2%,-3%,1.4%,
O=C1OCCN1C(=O)[C@H]1[C@H](c2ccc(F)cc2)C(c2ccccc2)=NN1c1ccccc1,-21%,·,·,·,0.5%,
O=C(O)/C(=C\c1ccco1)NC(=O)c1ccccc1,2%,-18%,1%,-3%,0.4%,
Fc1ccccc1-c1n[nH]c(=S)n1Cc1ccccc1,-1%,-26%,0%,-5%,1.3%,
O=C(CN(Cc1ccco1)C(=O)c1cccc(Cl)c1)Nc1c(Cl)cc(Cl)cc1Cl,11%,-6%,2%,6%,7.8%,
CC(/C=C1\SC(=S)N(CCCC(=O)Nc2ccc(C(=O)O)c(O)c2)C1=O)=C\c1ccccc1,·,79%,3%,-7%,·,
O=C(NC1CC1)C1CCCN(C(=O)Nc2ccc(F)cc2)C1 (stereo unspecified),21%,-18%,-5%,-5%,1.0%,
O=C(CNC(=O)N1CC(=O)Nc2ccccc21)Nc1ccc(F)c(Cl)c1,-6%,-1%,0%,4%,1.5%,
CCN(CC)CCOc1ccccc1OC,-7%,-8%,-14%,-10%,i,
Cn1c(=O)oc2cc(S(=O)(=O)N3CCN(c4ccccc4F)CC3)ccc21,7%,1%,3%,-18%,0.5%,
CCC1CCCCN1C(=O)c1ccccc1OC1CCN(S(C)(=O)=O)CC1 (stereo unspecified),0%,3%,-8%,0%,1.1%,
CCCOc1cccc(C(=O)NCCNC(=O)c2ccccn2)c1,4%,-16%,-1%,0%,2.3%,
Cc1cc(C)nc(SCC(=O)NN=C2CCCC2)n1,-8%,-1%,4%,-10%,i,
NS(=O)(=O)c1ccc(CCNC(=O)C2CCCN(S(=O)(=O)c3cccnc3)C2)cc1 (stereo unspecified),-9%,-4%,-13%,14%,0.1%,
O=C1CC(N2CCN(c3ccccn3)CC2)C(=O)N1c1ccc(F)cc1 (stereo unspecified),·,7%,-2%,-9%,1.7%,
CN(C)CCNC(=O)c1c(CSc2ccccc2)noc1C(=O)NCc1ccccc1,-6%,9%,-11%,4%,0.0%,

# The list goes on:
SMILES,influenza NS1A,M. tuberculosis,H37Rv inhibition,Salmonella PhoP GFP,inhibitors of VEEV,others
COc1ccc(OC)c(NC(=S)N2CCN(Cc3ccccc3)CC2)c1,-11%,-3%,-4%,5%,i,inhibitors of VEEV 10K pilot screen=0.2
COc1ccc(C2c3[nH]c4ccccc4c3CCN2C(=O)c2cc3ncccn3n2)c(F)c1 (stereo unspecified),8%,0%,>100µM*,-2%,7.8%,
CCCCOC(=O)c1ccc(-c2ccc(/C=N/NC(=S)NCC)o2)cc1,-4%,73%,3%,-7%,0.5%,
CC(=O)c1cccc(N=Cc2c(O)ccc3ccccc23)c1,-4%,2%,0%,1%,0.9%,
COc1ccc(Oc2cc(C)c3ccccc3n2)cc1,-3%,19%,9%,5%,3.3%,
O=C1c2ccccc2C(=O)N1CCCc1nc2ccccc2c(=O)n1Cc1ccco1,-4%,2%,-1%,4%,2.1%,
CC1=CC(=Nc2c(C)n(C)n(-c3ccccc3)c2=O)C=CC1=O,·,50%,-7%,-8%,·,
Cc1cc(C)nc(N2CCC(C(=O)NNC(=O)c3ccccc3)CC2)n1,10%,5%,3%,2%,i,
CCN(CC)c1ccc(N=C2C(=O)Nc3ccccc32)cc1,14µM*,75%,2%,4%,0.0%,

# Assay outcomes: PubChem, Southern Research Specialized Biocontainment Screening Center
